High-throughput results deposited in PubChem BioAssay by National Center for Advancing Translational Sciences (NCATS).
Tau fibril ThT: tau fibrillization inhibition (ThT binding). 270,000 tested, 2.1% active. recombinant tau K18 P301L (four-repeat tau fragment), heparin-induced fibrillization, ThT fluorescence. P10636. AID 1460. Potency, µM (highest dose often 57.4 µM), inactives show top-dose activity, negative = inhibition, actives largely listed as inhibitors; also: % is scaled to controls: 0 for no effect and ±100 for the full control effect; nearly all actives have a fitted effect of over 55% in size
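In this qHTS, human K18 P301L tau is incubated with compound and heparin for 6 hr at 37 C, and Thioflavin T fluorescence then reports fibril load.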
SMN2 splice enh: SMN2 splice variant enhancement; HEK293 SMN2-luciferase splicing reporter, luminescence, 30-36 h; Potency, µM (top dose mostly 46.1 µM), for inactives: at the top dose activity change, positive = activation, actives largely listed as activators; 210,000 tested, 2.8% active; AID 1458; also: % of control where 0% means no effect; nearly all actives have a fitted effect of over 55% in size
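HEK293 cells carry an SMN2 minigene-luciferase reporter in which exon 7 inclusion puts luciferase in frame. Cells were seeded at 2000 cells/well, attached for 10-12 hours, then exposed to compounds for 30-36 hours at 37C before ONE-Glo luminescence.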
L3MBTL1 block: inhibitors of human L3MBTL1; Q9Y468; AlphaScreen L3MBTL1–H3K9me1 peptide binding; Potency, µM (top dose mostly 57.1 µM), without a hit: top-dose activity, negative = inhibition, actives largely listed as inhibitors; 230,000 tested, 0.66% active; also: % is scaled to controls: 0 for no effect and ±100 for the full control effect; nearly all actives have a fitted effect of over 60% in size
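Read-out is AlphaScreen signal from streptavidin donor and nickel chelate acceptor beads (10 ug/mL final each) bridging L3MBTL1 (50 nM) and biotinylated K9-monomethylated H3(1-15) peptide (75 nM), after 30 min compound exposure at room temperature.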
ALDH1A1 inh: inhibitors of human aldehyde dehydrogenase 1A1 | P00352 | Purified ALDH1A1, NADH fluorescence, propionaldehyde substrate | Potency, µM (series often up to 75.3 µM), for the others: at the top dose activity, negative = inhibition, usual class: inhibitors | 220,000 tested, 7.3% active; active = well fitted inhibition curve with a large enough effect, not every such curve was filed as active; inconclusive = small, poorly fitted or top-dose-only effect, or another doubt; inactive = no such curve, though single readings can be large or run the other way;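 also: plate controls were no enzyme wells and a reference inhibitor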
KinaseGlo FLuc: blocks Kinase-Glo luciferase, a counter-screen artifact; Kinase-Glo luciferase, ATP luminescence, 8 min; AID 1379; 200,000 tested, 0.28% active; Potency, µM (top dose mostly 38.3 µM), inactives show at the top dose activity change, negative = inhibition, usual class: inhibitors; also: % is scaled to controls: 0 for no effect and ±100 for the full control effect; nearly all actives have a fitted effect of over 60% in size
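Inhibition of Kinase-Glo luciferase light generation was assessed at 10 uM ATP in pH 7.2 imidazole buffer, with luminescence measured after eight minutes at ambient temperature.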
RECQ1 inh: RECQ1 (human) helicase inhibition. P46063. RECQ1 DNA unwinding, red fluorescence kinetic read. Potency, µM (series often up to 57.3 µM), for inactives: at the highest dose activity, negative = inhibition, actives largely listed as inhibitors. 240,000 tested, 0.54% active;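 also: plate controls were vehicle for no effect and no enzyme for full effect; nearly all actives have a fitted effect of over 30% in size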
Target sequence (P46063 whole entry, looked up): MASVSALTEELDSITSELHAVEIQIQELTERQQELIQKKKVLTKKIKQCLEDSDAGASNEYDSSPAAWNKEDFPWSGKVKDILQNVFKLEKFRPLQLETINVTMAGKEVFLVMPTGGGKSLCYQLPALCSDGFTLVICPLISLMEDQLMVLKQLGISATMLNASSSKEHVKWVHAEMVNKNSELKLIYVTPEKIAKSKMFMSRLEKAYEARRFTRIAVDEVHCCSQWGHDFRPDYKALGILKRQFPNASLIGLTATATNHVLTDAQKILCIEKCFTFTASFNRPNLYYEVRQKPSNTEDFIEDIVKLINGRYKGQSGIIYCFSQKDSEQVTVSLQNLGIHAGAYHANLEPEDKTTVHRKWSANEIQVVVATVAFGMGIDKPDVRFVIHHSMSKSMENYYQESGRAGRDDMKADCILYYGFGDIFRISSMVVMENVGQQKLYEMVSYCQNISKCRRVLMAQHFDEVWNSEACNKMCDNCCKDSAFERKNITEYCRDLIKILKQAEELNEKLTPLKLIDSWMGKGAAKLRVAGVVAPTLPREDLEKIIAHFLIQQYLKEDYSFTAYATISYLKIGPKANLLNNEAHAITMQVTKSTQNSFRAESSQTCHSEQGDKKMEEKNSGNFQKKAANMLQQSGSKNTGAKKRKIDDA
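50 nM RECQ1T1 preincubated 15 min with compound in Tris pH 8.0 buffer with MgCl2, DTT, Tween-20 and 2.5 ug/ml poly(dI-dC); started with 200 nM TAMRA/BHQ-2 forked duplex and 2 mM ATP. Unwinding read as fluorescence (525/598 nm), two reads 2 h apart.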
LMNA splice mod: modulators of lamin A splicing | AID 1487 | 200,000 tested, 0.01% active | Potency, µM (highest dose often 46.1 µM), for the others: at the highest dose ratio change, negative = inhibition, usual class: inhibitors | HeLa LMNA splicing GFP/RFP minigene ratio, 48 h; active = well fitted inhibition curve with a large enough effect in the signal ratio, with a control signal flat, not every such curve was filed as active; inconclusive = small, poorly fitted or top-dose-only effect, or effect the other way, or a change in a side signal; the % refers to the signal ratio; also: % is scaled to controls: 0 for no effect and ±100 for the full control effect
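S3 HeLa cells stably expressing lamin A-EGFP splicing minigene plus DsRed2, 600 cells/well, 48 h compound exposure at 37C. Laser-scanning cytometry; analysed as GFP (500-530 nm)/RFP (575-640 nm) total intensity ratio; 0.5% DMSO vehicle.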
JMJD2E inh: blocks human JMJD2E demethylase activity | 230,000 tested, 1.6% active | Potency, µM (titrated, usually from 57.1 µM), inactives show at the top dose activity change, negative = inhibition, most hits filed as inhibitors | JMJD2E catalytic domain, FDH-coupled NADH fluorescence (FDH is formaldehyde dehydrogenase) | B2RXH2; active = well fitted inhibition curve with a large enough effect, not every such curve was filed as active; inconclusive = small, poorly fitted or top-dose-only effect, or another doubt; inactive = no such curve, though single readings can be large or run the other way;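 also: 0% = wells with enzyme and -100% = buffer wells without enzyme; nearly all actives have a fitted effect of over 50% in size; many of its hits are not listed in these tables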
Target sequence (B2RXH2 1-337 limits assumed): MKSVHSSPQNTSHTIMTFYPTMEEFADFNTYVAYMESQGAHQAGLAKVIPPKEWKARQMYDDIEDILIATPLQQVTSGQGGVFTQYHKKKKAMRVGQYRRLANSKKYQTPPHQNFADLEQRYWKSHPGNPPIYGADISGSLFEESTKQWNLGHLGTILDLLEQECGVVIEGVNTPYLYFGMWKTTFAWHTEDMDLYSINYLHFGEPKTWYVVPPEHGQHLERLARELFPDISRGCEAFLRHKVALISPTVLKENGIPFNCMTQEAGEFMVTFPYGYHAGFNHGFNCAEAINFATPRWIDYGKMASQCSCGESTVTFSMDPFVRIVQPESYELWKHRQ
* = called active by the depositor; i = inactive; ? = inconclusive; . = not tested or not shown; & = joins results of further samples; [ ] = another dose, or the depositor's remark. Unless noted, calls follow the shape of the dose curve; as a rule, active = well fitted curve in the direction sought with a large enough effect; inconclusive = small, poorly fitted or top-dose-only effect, or another doubt; inactive = no such curve, though single readings can be large; an effect the other way counts as inactive or inconclusive. Potency is read from the fitted curve at half-maximal effect.

SMILES	Tau fibril ThT	SMN2 splice enh	L3MBTL1 block	ALDH1A1 inh	KinaseGlo FLuc	RECQ1 inh	LMNA splice mod	JMJD2E inh
CN(C)C1=NC(N(C)C)=NP(N(C)C)(N(C)C)=N1	6%	3%	5%	3%	3%	-3%	-2%	2%
Nc1ccc(S(=O)(=O)N2CCCCC2c2cccnc2)cc1 (centres undefined)	-5%	-10%	.	5%	-2%	-7%	-1%	5%
O=P(O)(O)C(Cl)(Cl)P(=O)(O)O	-3%	-4%	.	-9%	-7%	0%	?	?
Cc1c(P(=S)(c2ccccc2)c2ccccc2)[n+]2ccccc2n1C	-18%	9%	3%	2%	-3%	0%	-5%[46 µM]	-1%
CC(C)(C)c1nc(N2CCN(C(=O)c3ccco3)CC2)c2nnn(Cc3ccccc3Cl)c2n1	-13%	-37%[inhibitor]	-12%	?	1%	-10%	?	?
CCC(=NCCCN(CC)CC)c1c(O)n(-c2ccccc2)c(=O)[nH]c1=O	-1%	17%	3%	8%	-4%	1%	3%	2%
Cc1cc(C=C2C(=O)N(C)C(=S)N(C)C2=O)c(C)n1-c1ccncc1	?	.	-22%	?	.	25µM*	.	0%
O=C1C2CC=CCC2C(=O)N1SC(Cl)(Cl)Cl (centres undefined)	.	-23%&-5%	.	0.4µM*	.	-2%&10%	?	.
O=S(=O)(c1ccccc1)N1CC1c1ccccc1 (centres undefined)	8%	18%	28%	?	-1%	-1%	-5%	-3%
O=Cc1cn(Cc2ccccc2[N+](=O)[O-])c2ccccc12	-2%	-65%[inhibitor]	-2%	1.3µM*	-2%	0%	?	7%
Cc1cc(S(=O)(=O)NCc2ccccc2)ccc1OCC(=O)N1CCN(C)CC1	-5%	13%	-13%	4%	2%	-1%	15%	0%
O=C1NC(=O)C(CCc2ccncc2)(Cc2ccc([N+](=O)[O-])cc2)C(=O)N1	-3%	6%	2%	7%	1%	i	4%	?
Cc1ccc(-n2c(O)c(C=NCc3ccccn3)c(=O)[nH]c2=S)cc1	-5%	.	7%	.	.	-13%	.	-2%
C=CCn1c(O)c(C(CC)=Nc2ccc(NC(C)=O)cc2)c(=O)[nH]c1=O	-7%	.	7%	.	.	-3%	.	-7%
C=CCn1c(O)c(C(CC)=NC2CC2)c(=O)[nH]c1=O	5%	11%	-1%	9%	1%	-17%	10%	8%
Cc1cc2c(C(F)(F)F)cc(=O)oc2c2c1NCCC2	10%	-24%	5%	5%	-7%	-10%	-3%	1%
COc1cc(/C=C(/C)[N+](=O)[O-])ccc1OCc1ccccc1Cl	?	-103%[inhibitor]	-15%	2.8µM*	1%	8%	?	2%
Cc1ccccc1C(=O)NNC(=S)NC(=O)COc1ccccc1	?	13%	.	7.1µM*	-2%	-8%	15%	?
O=c1oc(Cl)c(Cl)c2ccccc12	11µM*	8%&-30%	5%	0.56µM*	-1%	0%	?	4%
Brc1c(Br)c(Br)c2n[nH]nc2c1Br	3%&15%	-16%&-14%	.	?	-5%&3%	?	?	?
COc1ccc(C(=O)N2CCOCC2)cc1S(=O)(=O)N1CCC(C)CC1	0%	-8%	4%	6%	2%	-13%	-3%	3%
COc1ccc(CCN(C)Cc2c(F)cccc2F)cc1OC	-7%	-17%	-2%	10%	-6%	-3%	-2%	1%
Cc1cc(S(=O)(=O)NCC(C)C)ccc1OCC(=O)N1CCN(Cc2ccccc2)CC1	2%	-40%[inhibitor]	.	18µM*	4%	-13%	?	4%
CC(O)CNc1ccc([N+](=O)[O-])c2cccnc12 (centres undefined)	?	7%	-4%	?	4%	-2%	4%	-13%
CC(=O)OC1CC[C@]2(C)C(CCC3C2CC[C@]2(C)C(C4=CC(=O)OC4)C(OC(C)=O)CC32O)C1 (some centres undefined)	-7%	-88%[inhibitor]	.	2%	-5%	i	.	2%
O=C1CC(c2ccccc2)CC(O)=C1C=NCCN1CCN(C(=O)Cc2ccccc2)CC1 (centres undefined)	-12%	3%	.	-7%	-4%	-1%	-1%	5%
COc1ccccc1CN1CC[C@@]2(CCCN(C(=O)Oc3ccccc3)C2)C1	.	-17%	.	?	-4%	i	.	.
C[C@H]1[C@@H](O)[C@@H](C)/C=C\C=CCC\C=C/C=C\C=C/C=C[C@@H](O[C@H]2O[C@@H](C)[C@@H](O)[C@@H](N)[C@@H]2O)C[C@@H]2O[C@@](O)(C[C@@H](O)[C@H]2C(=O)O)C[C@@H](O)[C@@H](O)CC[C@@H](O)C[C@@H](O)C[C@@H](O)CC(=O)O[C@H]1C	.	-1%[20.6 µM]	.	8%[20.9 µM]	-5%[17.1 µM]	-9%[25.9 µM]	-5%	-22%[25.5 µM]
COC(=O)c1ccc(COc2cc(C)cc3oc(=O)c4c(c23)CCCC4)o1	?	-6%	-3%	?	-3%	-5%	11%	?
CN1C(=O)/C(=C\N2CCc3ccccc32)C(=O)NC1=S	?	0%	-10%	?	-3%	i	-3%	?
CCOC(=O)N1CCC(NS(=O)(=O)c2ccc3c(c2)oc(=O)n3C)CC1	4%	0%	0%	?	-8%	-14%	-4%	2%
CN1CC2([N+](=O)[O-])CC=C(Cl)C([N+](=O)[O-])(C1)C2 (centres undefined)	1%	7%	4%	-9%	-4%	14%	.	-5%
Clc1cccc(C2NCc3ccccc3-n3cccc32)c1 (centres undefined)	8%	.	?	.	.	-1%	.	3%
Cc1cccc(C(O)(C(=O)NNC(=O)CN2CCN(C)CC2)c2cccc(C)c2)c1	-2%	.	2%	1%	.	-4%	-16%	-2%
Cc1ccccc1Cn1cnc2c(oc3ccccc32)c1=O	-16%&-5%	13%	.	?	-1%	4%	10%[46 µM]	14%
CN1CCN(c2cccc3c2C(=O)c2ccccc2C3=O)CC1	?	-2%[1.84 µM]	-19%	-1%	-3%	-9%	?	1%
O=c1cccc2n1CC1CC2CN(c2ncnc3c2cnn3-c2ccc(Cl)cc2)C1 (centres undefined)	1%	-9%	-4%	1%	-2%	-7%	-9%	-6%
CC1CCCN(c2ccc(C(=O)N3CCC4(CC3)OCCO4)cc2[N+](=O)[O-])C1 (centres undefined)	-12%	-14%	-26%	?	2%	-4%	-20%[46 µM]	3%
O=C(c1cc(=O)[nH]c2ccc(Br)cc12)N1CCC2(CC1)OCCO2	-8%	0%	0%	?	-1%	-10%	1%	-3%
CCN(CC)C(=O)c1c(C)[nH]c(=S)c(C#N)c1-c1ccco1	?	-52%	.	7.1µM*	0%	-21%	?	?
Cc1c(NC(NC(=O)CF)C(Cl)(Cl)Cl)c(=O)n(-c2ccccc2)n1C (centres undefined)	?	10%	.	-5%	1%	i	.	-1%
CC(C)Oc1ccc(Cc2c(O)[nH]c(=O)[nH]c2=O)cc1	?	3%	-14%	-10%	0%	-8%	1%	-27%
O=C1NC(=S)N(Cc2ccco2)C(=O)/C1=C\c1cccs1	13µM*	-18%	.	18µM*	5%	7.1µM*	.	14µM*
COc1ccc(-n2c(-c3ccco3)nc3ccccc3c2=O)cc1	-9%	.	-1%	3%	-1%	-10%	-1%[46 µM]	8%
O=C1NC(=O)N(c2ccc(F)cc2)C(=O)/C1=C/c1ccc2c(c1)CCCN2Cc1ccccc1	?	-32%[inhibitor]	-2%	0.16µM*	-5%	?	-12%	?

Copied from the results shown for reference:
SMILES	Tau fibril ThT	SMN2 splice enh	L3MBTL1 block	ALDH1A1 inh	KinaseGlo FLuc	RECQ1 inh	LMNA splice mod	JMJD2E inh
O=C(c1cc(=O)[nH]c2ccc(Br)cc12)N1CCC2(CC1)OCCO2	-8%	0%	0%	?	-1%	-10%	1%	-3%
CCN(CC)C(=O)c1c(C)[nH]c(=S)c(C#N)c1-c1ccco1	?	-52%	.	7.1µM*	0%	-21%	?	?
Cc1c(NC(NC(=O)CF)C(Cl)(Cl)Cl)c(=O)n(-c2ccccc2)n1C (centres undefined)	?	10%	.	-5%	1%	i	.	-1%
CC(C)Oc1ccc(Cc2c(O)[nH]c(=O)[nH]c2=O)cc1	?	3%	-14%	-10%	0%	-8%	1%	-27%
O=C1NC(=S)N(Cc2ccco2)C(=O)/C1=C\c1cccs1	13µM*	-18%	.	18µM*	5%	7.1µM*	.	14µM*

An excerpt from above, reduced to KinaseGlo FLuc and L3MBTL1 block.
compound | KinaseGlo FLuc | L3MBTL1 block
CN1CCN(c2cccc3c2C(=O)c2ccccc2C3=O)CC1 | -3% | -19%
O=C1NC(=O)N(c2ccc(F)cc2)C(=O)/C1=C/c1ccc2c(c1)CCCN2Cc1ccccc1 | -5% | -2%

Carrying on:
SMILES	Tau fibril ThT	SMN2 splice enh	L3MBTL1 block	ALDH1A1 inh	KinaseGlo FLuc	RECQ1 inh	LMNA splice mod	JMJD2E inh
CC(=O)Nc1ccccc1C(=O)C(=O)Nc1cccc(C(=O)N2CCC3(CC2)OCCO3)c1	5%	-1%	-5%	-7%	-5%	-8%	.	2%
CCOC(=O)c1ccc(N=Cc2c(O)n(-c3ccc(OC)cc3)c(=S)[nH]c2=O)cc1	5%	.	14%	?	-1%	i	.	0%
Cc1c(O)c(O)cc2c1CC=C1[C@]3(C)CC[C@]4(C)CC[C@@](C)(C(=O)O)CC4[C@]3(C)CC[C@]12C (some centres undefined)	-7%	-26%	.	-5%	-2%	1%	?	4%
CCOP(=O)(OCC)C(O)c1ccc2c(c1)OCO2 (centres undefined)	-8%	.	1%	.	.	6%	.	4%
O=C(O)c1ccc(Cl)nc1	6%	-4%	10%	2%	0%	-13%	-11%	-3%

These rows are one share of the data; the hit share may differ from the screen's.
